Screening results (PubChem)
RGS4 inh: Inhibitors of Regulator of G Protein Signaling (RGS) 4: qHTS | Regulator of G-protein signaling 4 (Homo sapiens), P49798 | Transcreener GDP fluorescence polarization, RGS4-accelerated GTP hydrolysis | Potency, µM (top dose mostly 114 µM), without a hit: top-dose activity change, negative = inhibition, actives largely listed as inhibitors | actives 0.039% (n = 390,000) | AID 504845, 2011; further: potency means the concentration at half of the fitted maximal effect; on the % scale 0 is the no-effect control and ±100 the full control effect; nearly all actives have a fitted effect of over 75% in size; some results filed as inactive show a strong effect at the top dose
Target sequence (P49798 whole entry, looked up): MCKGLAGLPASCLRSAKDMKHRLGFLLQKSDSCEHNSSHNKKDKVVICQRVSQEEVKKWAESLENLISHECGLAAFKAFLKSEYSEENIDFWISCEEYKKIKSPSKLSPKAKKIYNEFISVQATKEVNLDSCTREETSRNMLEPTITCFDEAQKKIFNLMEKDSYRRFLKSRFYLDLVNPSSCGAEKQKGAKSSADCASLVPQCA
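MLSMR compounds (23 nl, pin-transferred) preincubated 10 min at room temperature with a 500nM (2x) first reagent, then RGS4 at 900nM (2x) plus Transcreener GDP mix added; fluorescence polarization (620/688 nm) read before and after 90 min at 30 °C.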
D2 agonist: HTS Assay for Allosteric Agonists of the Human D2 Dopamine Receptor: Primary Screen for Agonists. AID 485358, 2010. HEK293 T-REx D2 cells, calcium flux agonist mode. actives 0.53% (n = 340,000). activation, % at 2 µM;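 active means activation over 3 SD above normal in the single-dose calcium agonist read, cut at about 30% in these data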; further: 0% is about no effect
Target sequence (P14416 whole entry, looked up): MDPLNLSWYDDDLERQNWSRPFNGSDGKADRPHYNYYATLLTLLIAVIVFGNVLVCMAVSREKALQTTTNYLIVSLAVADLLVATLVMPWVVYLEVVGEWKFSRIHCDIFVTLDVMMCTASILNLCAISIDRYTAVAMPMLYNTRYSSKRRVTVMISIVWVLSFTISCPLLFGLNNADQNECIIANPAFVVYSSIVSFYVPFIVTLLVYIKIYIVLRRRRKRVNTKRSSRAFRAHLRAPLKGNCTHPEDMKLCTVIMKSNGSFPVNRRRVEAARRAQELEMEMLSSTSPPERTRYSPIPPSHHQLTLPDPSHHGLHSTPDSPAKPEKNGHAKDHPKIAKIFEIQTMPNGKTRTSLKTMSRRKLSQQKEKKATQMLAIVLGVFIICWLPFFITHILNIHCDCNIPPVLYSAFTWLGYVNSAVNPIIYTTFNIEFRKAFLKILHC
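In this primary screen, compounds producing a positive calcium signal within 180 s of addition to tetracycline-induced, force-coupled HEK293 Trex D2 cells are flagged; cells are dye-loaded with a no-wash calcium kit beforehand.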
Vif-APOBEC3G blk: qHTS for Inhibitors of Vif-A3G Interactions: qHTS; HeLa A3G-eYFP + Vif (tagged APOBEC3G with the HIV-1 protein that degrades it), YFP fluorescence, overnight; actives 0.076% (n = 410,000); DNA dC->dU-editing enzyme APOBEC-3G (Homo sapiens), Q9HC16; AID 602310, 2012; Potency, µM (series often up to 46.1 µM), inactives show at the top dose activity, negative = active, actives largely listed as inhibitors;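 further: potency means the concentration at half of the fitted maximal effect; on the % scale 0 is the no-effect control and ±100 the full control effect; nearly all actives have a fitted effect of over 60% in size; hits raise eYFP signal because A3G escapes Vif-driven loss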
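Read-out is eYFP fluorescence (Ex 488/Em 500-530) from Vif-expressing HeLa A3G-eYFP cells; more signal means A3G escaped Vif-mediated degradation. Cells plated overnight, compound pinned in, incubated overnight at 37 deg C.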
ERG-DNA inh: qHTS for Small Molecule Inhibitors of the ERG Ets/DNA interaction; Potency, µM (series often up to 76.9 µM), for inactives: at the top dose FP activity, negative = inhibition, hits mostly inhibitors; AID 624246, 2012; fluorescence polarization, His-ERG Ets domain / labelled DNA; actives 0.028% (n = 370,000); active means well fitted inhibition curve with a large enough effect in the polarisation, with a control signal flat; inconclusive means small, poorly fitted or top-dose-only effect, or effect the other way, or a change in a side signal; inactive means no such curve, though single readings can be large or run the other way; the % refers to the polarisation;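 further: polarization taken with two DNA probes labelled with fluorescein and Texas red; potency means the concentration at half of the fitted maximal effect; % of control where 0% means no effect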
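His-tagged ERG Ets domain (1 uM in the protein solution; 300mM KCl, 50mM Tris-HCl, 1mM EDTA, 1mM DTT, pH 7.5) received compound, then a probe mix of 5 nM fluorescein-DNA and 100nM Texas-615-DNA. Fluorescence polarization was read for both dyes.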
ALOX12 inh: Primary qHTS assay for inhibitors of human arachidonate 12S-lipoxygenase (ALOX12): Round 2 | purified 12hLO, xylenol orange hydroperoxide absorbance | Potency, µM (titrated, usually from 108 µM), for the others: at the highest dose activity change, negative = inhibition, hits mostly inhibitors | actives 1.1% (n = 580,000) | AID 1671190, 2021; further: potency means the concentration at half of the fitted maximal effect; on the % scale 0 is the no-effect control and ±100 the full control effect
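Purified human 12hLO (150 nM final) in 25 mM Hepes, 0.01% Triton X-100, pH 7.0 was preincubated 15 min at room temperature with compound. Then 40 uM arachidonic acid was added, 30 min. Hydroperoxide was read by Fe-XO absorbance ratio 573/405 nm.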
Glioma ERSR ind: qHTS for Inducers of the Endoplasmic Reticulum Stress Response (ERSR) in Human Glioma: qHTS; U87-MG GRP78 promoter luciferase reporter, 16 h; AID 602332, 2012; actives 0.02% (n = 420,000); Potency, µM, for inactives: at the highest dose activation, actives largely listed as activators; further: potency means the concentration at half of the fitted maximal effect; series mostly up to about 76 µM; % of control where 0% means no effect; nearly all actives have a fitted effect of over 35% in size
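ERSR induction read as luciferase luminescence (Bright-Glo, 10 min at room temperature) in stably transfected human U87-MG glioma cells exposed to compounds for 16 h, using GRP78 as sensor.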
Vif-APOBEC3F blk: qHTS for Inhibitors of Vif-A3F Interactions: qHTS; HeLa A3F-eYFP + Vif (tagged APOBEC3F with the HIV-1 protein that degrades it), YFP fluorescence increase; Potency, µM (highest dose often 46.1 µM), for inactives: top-dose activity, negative = active; actives 0.2% (n = 390,000); AID 602313, 2012; further: potency means the concentration at half of the fitted maximal effect; % of control where 0% means no effect; nearly all actives have a fitted effect of over 65% in size
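HeLa cells stably expressing Vif plus C-terminally eYFP-tagged A3F were seeded, incubated overnight at 37 deg C, dosed with compound, incubated overnight again at 37 deg C. Yellow fluorescence (Ex 488/Em 500-530) reported blocked Vif-mediated A3F-eYFP degradation.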
D2 antag: HTS Assay for Allosteric Antagonists of the Human D2 Dopamine Receptor: Primary Screen for Antagonists; D(2) dopamine receptor (Homo sapiens), P14416; HEK293 TREx D2 cells, calcium flux, dopamine EC80; inhibition, % at 10 µM; actives 2% (n = 340,000); AID 485344, 2010; in the data active means inhibition above about 30%; further: 0% is about no effect
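Calcium mobilization kinetics were recorded at 1 s intervals in tetracycline-induced HEK293 T-REx D2 cells, first for 180 s after compound addition and then 180 s after EC80 dopamine.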
LDHA block: qHTS assay for inhibitors of human lactate dehydrogenase; L-lactate dehydrogenase A chain (Homo sapiens), P00338; purified LDHA, NADH/diaphorase-resazurin fluorescence; active compounds read low; activity change, % (values are at about 110 or 230 µM); actives 0.15% (n = 480,000); AID 1347041, 2019; in the data active means activity change below about -30%; inconclusive means mostly about -25% to -30%;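 further: plate controls were DMSO wells for no effect and wells without enzyme for full effect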
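Resorufin fluorescence (ex540/em590), read at 0 and 20 min after diaphorase/resazurin addition, reports the NADH left after a 5 min room-temperature reaction of 2 nM human LDH5 with 0.06 mM NADH and 0.2 mM pyruvate.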
Starred values were filed as active, the others as inactive; i = inactive; ? = inconclusive; nt = no result given; & = joins results of further samples; [ ] = dose if it differs, or a comment. Unless noted, the call rests on the fitted dose curve; in most records, active means well fitted curve in the direction sought with a large enough effect; inconclusive means small, poorly fitted or top-dose-only effect, or another doubt; inactive means no such curve, though single readings can be large; an effect the other way counts as inactive or inconclusive.

SMILES	RGS4 inh	D2 agonist	Vif-APOBEC3G blk	ERG-DNA inh	ALOX12 inh	Glioma ERSR ind	Vif-APOBEC3F blk	D2 antag	LDHA block
O=C(NCCCN1CCCC1=O)c1cccc(C(F)(F)F)c1	24%	1.4	-5%	-4%	17%	-2%	0%	1	-1
Cc1cc(-c2ccccc2)n2nc(-c3cccc(Br)c3)cc2n1	-15%	-0.7	0%	-4%	?	-5%	-1%	nt	2
CC(C)(C)NC(=O)NC(=O)COC(=O)Cc1coc2ccc3ccccc3c12	25%	0.0	-3%	6%	-23%	0%	-10%	-4	5
CCOCC(=O)Nc1ccc(Br)c(C)c1	0%	0.5	-2%	8%	-11%	1%	0%	8	-4
Cc1cc2oc(C(=O)N(Cc3ccccc3F)C3CCS(=O)(=O)C3)c(C)c2cc1Cl (stereo not drawn)	-14%	1.6	6%	0%	5%	-4%	-5%	nt	1
Cc1cccc(C)c1NC(=O)C(=O)NCC1CCCN1S(=O)(=O)c1cccs1 (stereo not drawn)	-2%	0.9	3%	-14%	-4%	0%	3%	-3	-1
Cc1sc(NC(=O)/C=C/c2ccc(C(C)C)cc2)c(C#N)c1C	-21%	0.3	-16%	-4%	0%	-4%	-7%	7	-8
O=C(CCCn1c(=O)c2cccn2c2ccc(F)cc21)NCCc1ccccc1	-12%	-0.5	1%	-2%	-19%	-3%	-13%	nt	-7
CCC(CO)Oc1cc(NCc2cccc(O)c2)c2ncn(C(C)C)c2c1 (stereo not drawn)	3%	nt	10%	-8%	-7%	-3%	1%	nt	11
CC(C)OC(=O)c1nnc(Cc2ccc(F)cc2)o1	9%	0.5	2%	-7%	4%[57.4 µM]	-5%	-6%	-3	-5
COc1ccc(Cc2nc(-c3cccc(C)c3)no2)cc1	-15%	0.1	3%	-7%	-3%	0%	0%	28	0
Cc1ccc(N=Nc2c(O)[nH]c3ccc(F)cc23)cc1	-12%	-0.1	?	10%	0%	3%	?	5	3
O=C(CSc1cccc2cccnc12)OCC(=O)c1ccc(Br)cc1	-19%	nt	-18%	-4%	157%[activator]	-5%	0%	nt	0
O=C(CC1Sc2ccccc2NC1=O)NNC(=O)Nc1ccc(Cl)cc1 (stereo not drawn)	9%	nt	1%	5%	0%	-1%	-3%	nt	-9
COc1ccc(NC(=S)NC(=O)c2ccccc2)cn1	-28%	-2.5	-14%	3%	?	2%	-7%	7	-9
CC1=C(C(=O)NCc2ccc3c(c2)OCO3)C2(CCC(C)CC2)OC1=O (stereo not drawn)	-7%	1.4	3%	7%	8%[57.4 µM]	-2%	0%	-15	-1
CCOc1ccc(Oc2ccccc2NC(=O)CN2C(=O)NC3(CCCC3)C2=O)cc1	-8%	-0.1	4%	-6%	15%	-3%	-3%	12	-2
CC(C)(C)OC(=O)N1CCC(CC2CC(c3ccncc3)=NO2)(C(=O)O)CC1 (stereo not drawn)	12%	0.1	4%	-4%	-1%	7%	-5%	2	0
C/C(CCc1ccccc1)=N\NC(=O)c1ccc(CN2CCOCC2)cc1	-3%	2.1	-1%	7%	14%	-3%	-5%	-30	-2
O=C(NC1(C(F)(F)F)N=C(c2ccccc2)NC1=O)c1ccccc1 (stereo not drawn)	18%	0.0	2%	-3%	0%	-1%	0%	-6	-10

(continued)
SMILES	RGS4 inh	D2 agonist	Vif-APOBEC3G blk	ERG-DNA inh	ALOX12 inh	Glioma ERSR ind	Vif-APOBEC3F blk	D2 antag	LDHA block
C=CCc1ccccc1OCCSc1nc(-c2ccc(C(C)(C)C)cc2)nc2cc(=O)[nH]n12	-44%	-0.2	-15%	-1%	10%	1%	1%	nt	2
CCn1c(=N)c(S(=O)(=O)c2ccccc2)cc2c(=O)n3ccccc3nc21	9%	-0.5	1%	4%	-27%	-9%	-7%	-10	-13
COc1ccc(Cl)cc1NC(=O)CN1C(=O)COc2ccc(S(=O)(=O)NC3CCCC3)cc21	-6%	1.1	-2%	3%	-19%	-5%	-9%	nt	4
O=C(c1ccccc1Cl)N1N=C(c2ccc(Br)cc2)CC1c1nc2ccccc2[nH]1 (stereo not drawn)	-11%	0.1	-5%	-9%	-3%	5%	0%	-27	-2
CCN1CCN(S(=O)(=O)c2ccc3c(c2)NC(=O)CS3)CC1	-24%	nt	2%	-4%	?	2%	-4%	nt	-1
CC1CC(C)CN(C(=O)c2ccc3ncsc3c2)C1 (stereo not drawn)	-5%	-0.5	-2%	-19%	-34%	1%	7%	-8	1
COc1ccc(N2CC(C(=O)OCC(=O)c3ccc(C)cc3)CC2=O)cc1 (stereo not drawn)	24%	-1.1	0%	2%	6%&-13%	-3%	0%	6	6&-10
COCCNC(=O)C(=O)N/N=C(\C)CC(=O)Nc1ccc(Cl)cc1Cl	-48%	0.6	0%	nt	-12%	-1%	-7%	-4	-1
CCCn1c(SCC(=O)Nc2ccc(C(=O)Nc3ccccc3OC)cc2)n[nH]c1=O	-28%	-1.1	5%	-8%	4%	-1%	-2%	7	-12
COc1ccc(S(=O)(=O)Nc2c(C(=O)O)[nH]c3ccc(OC)cc23)cc1	-40%[56.9 µM]	0.6	9%	-4%	?	-1%	4%	-10	-1
CCN(CC)C(=O)c1cc2sc3ccccc3c2s1	-10%	-0.7	-8%	-5%	16µM*	6%	-5%	-12	0
O=C(OCC(=O)N1CCCCCC1)c1cnc(Cl)c(Cl)c1	-4%	0.2	-1%	13%	16%	-3%	-3%	-1	0
CCC1C(=O)CC(c2ccco2)NC1c1ccco1 (stereo not drawn)	-9%	-0.1	0%	-3%	369%[activator]	-3%	-4%	-28	-1
Cc1sc2ncnc(SCC(=O)c3cccs3)c2c1C	-1%	0.8	-5%	-11%	-21%	1%	-11%	-12	-13
CCN(CC)c1ccc2cc(-c3nc(-c4ccc(Cl)cc4Cl)cs3)c(=O)oc2c1	16%	4.9	-21%	3%	-29%	-2%	7.1µM*	nt	-4
COc1c(C)cc(C(O)c2ncc(-c3ccccc3F)[nH]2)cc1C (stereo not drawn)	nt	nt	?	nt	6%	-2%	nt	nt	2
CCOC(=O)CSc1nc(-c2ccccc2)cc(C(F)(F)F)n1	-35%	0.2	-4%	7%	96%[activator]	0%	-4%	-21	-1
COc1ccccc1C1CC(c2ccc(NS(C)(=O)=O)cc2)=NN1S(=O)(=O)c1ccccc1 (stereo not drawn)	7%	0.9	1%	2%	-13%	0%	-6%	19	-9
Cc1ccc(CNC(=O)C2CCC(=O)N(CCc3cccc(F)c3)C2)cc1 (stereo not drawn)	9%	0.7	1%	2%	i	-1%	-2%	-16	0
O=C(NCC1CCCN1S(=O)(=O)c1cccs1)c1cccc([N+](=O)[O-])c1 (stereo not drawn)	-24%	-0.2	-2%	-3%	8%	-2%	3%	-21	-5

Some of the compounds tested. The share of hits here may be higher or lower than overall.
